From PubChem
RXFP1 antag: qHTS Assay for Antagonists of the Relaxin Receptor RXFP1. Relaxin receptor 1 (Homo sapiens), Q9HBX9. HEK293-RXFP1, relaxin-stimulated cAMP HTRF, 30 min; hits give low values. activity change, negative = inhibition, % at 57.5 µM. actives 0.59% (n = 350,000). AID 1259400, 2018;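 active = activity change of -60% or lower, but not beyond a set lower limit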
Target sequence (Q9HBX9 whole entry, looked up): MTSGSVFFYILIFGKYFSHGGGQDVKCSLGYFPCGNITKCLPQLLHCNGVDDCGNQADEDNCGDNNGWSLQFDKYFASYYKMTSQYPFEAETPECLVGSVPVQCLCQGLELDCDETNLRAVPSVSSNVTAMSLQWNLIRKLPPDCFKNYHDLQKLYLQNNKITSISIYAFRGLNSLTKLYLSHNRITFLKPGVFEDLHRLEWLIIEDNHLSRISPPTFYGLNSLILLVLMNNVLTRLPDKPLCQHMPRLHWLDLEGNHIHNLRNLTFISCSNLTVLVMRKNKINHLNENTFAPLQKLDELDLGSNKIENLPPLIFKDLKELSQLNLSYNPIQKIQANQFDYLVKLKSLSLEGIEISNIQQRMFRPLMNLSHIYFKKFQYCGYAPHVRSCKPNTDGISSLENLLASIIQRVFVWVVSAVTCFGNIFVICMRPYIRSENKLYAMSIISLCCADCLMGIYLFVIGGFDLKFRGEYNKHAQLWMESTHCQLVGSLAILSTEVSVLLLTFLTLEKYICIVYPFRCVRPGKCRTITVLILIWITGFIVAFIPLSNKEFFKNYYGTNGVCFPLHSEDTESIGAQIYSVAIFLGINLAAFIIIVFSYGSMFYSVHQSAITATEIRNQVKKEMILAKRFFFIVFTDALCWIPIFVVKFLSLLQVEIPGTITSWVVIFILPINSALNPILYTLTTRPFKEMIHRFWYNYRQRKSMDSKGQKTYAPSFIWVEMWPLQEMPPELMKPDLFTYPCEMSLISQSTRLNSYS
* marks the source's active call; other numbers are inactive results. % is set by controls: 0 for no effect and ±100 for the full control effect. An excerpt. The share of hits here may be higher or lower than overall.

Start of the listing, in advance (23 entries):
entry | RXFP1 antag | Structure
1 | 3 | O=C(c1cccs1)N1C[C@@H](O)[C@H](n2cc(-c3ccc(F)cc3)nn2)C[C@@H]1c1ccccc1
2 | -11 | CC(=O)c1ccc(NS(=O)(=O)c2ccc([N+](=O)[O-])cc2)cc1
3 | -2 | C/C(=N/NS(=O)(=O)c1ccc(Cl)cc1)c1ccc2c(c1)OCO2
4 | 6 | C#CCN(C[C@@H]1[C@@H](OC(=O)NCc2ccco2)[C@@H](OC(=O)NCc2ccco2)Cn2c(=O)n(CCCCCC)c(=O)n21)S(=O)(=O)c1ccc(C)cc1
5 | -7 | O=C(COC(=O)c1ccc(Br)o1)NC12CC3CC(CC(C3)C1)C2
6 | 10 | COc1cc(Cl)c(C)cc1NC(=O)COC(=O)C1CC1C (centres undefined)
7 | -81* | C=C(CN(C)C)C(=O)c1ccc(C)cc1C
8 | -3 | Cc1cc(C)c2c(=O)n3c(nc2c1)C(Cc1ccccc1)NC(=O)c1cc2ccccc2cc1-3 (centres undefined)
9 | 0 | O=C(NCCc1ccccc1)c1cc([N+](=O)[O-])ccc1N1CCOCC1
10 | 3 | C[C@@H]1CN([C@@H](C)CO)C(=O)CCCn2nncc2CO[C@@H]1CN(C)C(=O)Nc1ccccc1C(F)(F)F
11 | -10 | CC(=O)c1ccc(N2CCN(C(=O)c3ccc(S(=O)(=O)NCc4ccco4)cc3)CC2)cc1
12 | -29 | COc1ccc(S(=O)(=O)N2CCN(c3cnccn3)CC2)cc1OC
13 | 5 | CCOc1ccc(S(=O)(=O)c2ccc(C)cc2)c2c1no[n+]2[O-]
14 | -23 | Cc1ccccc1N1CCN(C(=O)c2cccnc2)CC1
15 | 12 | O=C(NCCN1CCN(c2cccc(Cl)c2)CC1)c1cccn2c(=O)c3ccccc3nc12
16 | -27 | CCCCCN(CCCOC)C(=O)C(CCC(=O)O)NC(=O)c1ccc(Cl)c(Cl)c1 (centres undefined)
17 | -25 | CN(CC(=O)Nc1ccc2c(c1)OCCO2)CC(=O)Nc1ccc(F)c(F)c1F
18 | -8 | O=c1[nH]c(=S)[nH]c2nc(-c3ccccc3)cnc12
19 | 3 | CC1(C)CC(=O)C=C(c2n[nH]nc2C2CCCCC2)C1
20 | 14 | COc1cc(NC(=O)CCn2c(=S)[nH]c3ccccc3c2=O)cc(OC)c1OC
21 | -1 | CCCCNC(=O)c1ccccc1C(=O)NC1(C(=O)NCCCC)CCCC1
22 | -2 | Cc1ccc(C(=O)Nc2cc3c(oc2=O)CCCC3=O)cc1
23 | 4 | CSc1ccc(C(=O)Nc2cc(S(=O)(=O)N3CCOCC3)ccc2N2CCOCC2)cc1[N+](=O)[O-]

Main list, from the first entry:
entry | RXFP1 antag | Structure
1 | 3 | O=C(c1cccs1)N1C[C@@H](O)[C@H](n2cc(-c3ccc(F)cc3)nn2)C[C@@H]1c1ccccc1
2 | -11 | CC(=O)c1ccc(NS(=O)(=O)c2ccc([N+](=O)[O-])cc2)cc1
3 | -2 | C/C(=N/NS(=O)(=O)c1ccc(Cl)cc1)c1ccc2c(c1)OCO2
4 | 6 | C#CCN(C[C@@H]1[C@@H](OC(=O)NCc2ccco2)[C@@H](OC(=O)NCc2ccco2)Cn2c(=O)n(CCCCCC)c(=O)n21)S(=O)(=O)c1ccc(C)cc1
5 | -7 | O=C(COC(=O)c1ccc(Br)o1)NC12CC3CC(CC(C3)C1)C2
6 | 10 | COc1cc(Cl)c(C)cc1NC(=O)COC(=O)C1CC1C (centres undefined)
7 | -81* | C=C(CN(C)C)C(=O)c1ccc(C)cc1C
8 | -3 | Cc1cc(C)c2c(=O)n3c(nc2c1)C(Cc1ccccc1)NC(=O)c1cc2ccccc2cc1-3 (centres undefined)
9 | 0 | O=C(NCCc1ccccc1)c1cc([N+](=O)[O-])ccc1N1CCOCC1
10 | 3 | C[C@@H]1CN([C@@H](C)CO)C(=O)CCCn2nncc2CO[C@@H]1CN(C)C(=O)Nc1ccccc1C(F)(F)F
11 | -10 | CC(=O)c1ccc(N2CCN(C(=O)c3ccc(S(=O)(=O)NCc4ccco4)cc3)CC2)cc1
12 | -29 | COc1ccc(S(=O)(=O)N2CCN(c3cnccn3)CC2)cc1OC

Carrying on:
entry | RXFP1 antag | Structure
13 | 5 | CCOc1ccc(S(=O)(=O)c2ccc(C)cc2)c2c1no[n+]2[O-]
14 | -23 | Cc1ccccc1N1CCN(C(=O)c2cccnc2)CC1
15 | 12 | O=C(NCCN1CCN(c2cccc(Cl)c2)CC1)c1cccn2c(=O)c3ccccc3nc12
16 | -27 | CCCCCN(CCCOC)C(=O)C(CCC(=O)O)NC(=O)c1ccc(Cl)c(Cl)c1 (centres undefined)
17 | -25 | CN(CC(=O)Nc1ccc2c(c1)OCCO2)CC(=O)Nc1ccc(F)c(F)c1F
18 | -8 | O=c1[nH]c(=S)[nH]c2nc(-c3ccccc3)cnc12
19 | 3 | CC1(C)CC(=O)C=C(c2n[nH]nc2C2CCCCC2)C1
20 | 14 | COc1cc(NC(=O)CCn2c(=S)[nH]c3ccccc3c2=O)cc(OC)c1OC
21 | -1 | CCCCNC(=O)c1ccccc1C(=O)NC1(C(=O)NCCCC)CCCC1
22 | -2 | Cc1ccc(C(=O)Nc2cc3c(oc2=O)CCCC3=O)cc1
23 | 4 | CSc1ccc(C(=O)Nc2cc(S(=O)(=O)N3CCOCC3)ccc2N2CCOCC2)cc1[N+](=O)[O-]
24 | -11 | COc1ccc(S(=O)(=O)Nc2ccc3c(c2)C(=O)N([C@H](C)CO)C[C@H](C)[C@@H](CN(C)S(=O)(=O)c2cn(C)cn2)OCCCC[C@H](C)O3)cc1

Further compounds:
entry | RXFP1 antag | Structure
25 | 6 | Cc1cc(SCC(=O)N2CCCC2=O)nc2ccccc12
26 | 12 | COc1ccccc1NC(=O)N(C)C[C@@H]1OCc2cn(nn2)CCCC(=O)N([C@H](C)CO)C[C@H]1C
27 | -13 | O=C(COc1ccccc1)NCc1ccco1
28 | 6 | C(=Nc1ccccc1)c1ccc[nH]1
29 | -14 | O=C(CNC(=O)c1cc(-c2ccccc2)nn1-c1ccccc1)Nc1ccccc1Br
30 | -4 | CC(=O)c1c(C)[nH]c(C(=O)COC(=O)Cc2ccccc2F)c1C
31 | -2 | CCCCCCCCCCCCCCCC(=O)OC(C)C
32 | 2 | COc1ccc(C(C)C)cc1S(=O)(=O)Nc1cccnc1
33 | 0 | CC1(C)Cc2c(cnn2-c2ccc(F)cc2)C(NC(=O)C2=CC(=O)CC(C)(C)O2)C1 (centres undefined)
34 | 23 | CC(C)C[C@H](NC(=O)CNC(=O)[C@H](Cc1ccc(O)cc1)NC(=O)[C@H](CO)NC(=O)[C@H](Cc1c[nH]c2ccccc12)NC(=O)[C@H](Cc1cnc[nH]1)NC(=O)[C@@H]1CCC(=O)N1)C(=O)N[C@@H](CCCN=C(N)N)C(=O)N1CCC[C@H]1C(=O)NCC(N)=O (stereo in doubt)
35 | -3 | COc1ccccc1/C=C/C(=O)OCC(=O)Nc1ccc2c(c1)OCO2
36 | -1 | CN1OC[C@@H]2CN(C(=O)c3ccco3)[C@H](c3ccc(-c4ccc(C#N)cc4)cc3)C[C@@H]21

Carrying on:
entry | RXFP1 antag | Structure
37 | 4 | COc1ccc(NC(=O)COC(=O)C2CCCN2C(=O)OC(C)(C)C)cc1Cl (centres undefined)
38 | -5 | COC(=O)C1=C(C)NC(=O)NC1c1ccc(OCC(=O)N2CCCCC2)cc1 (centres undefined)
39 | -20 | CC(=O)Nc1ccc(C(=O)COC(=O)Cc2ccsc2)c(F)c1
40 | 6 | C[C@H]1CN([C@@H](C)CO)C(=O)c2cc(Br)cnc2O[C@H]1CN(C)S(=O)(=O)c1cccs1
41 | -7 | O=C(CSc1nnnn1-c1ccc(Cl)cc1)N1CCNC1=O
42 | -1 | COc1ccc(Cl)cc1C(=O)NC(=S)Nc1nc(C)cc(C)n1
43 | -5 | O=C(COC(=O)CN1C(=O)NC2(CCCCC2)C1=O)Nc1cc(F)ccc1F
44 | -36 | CC(OC(=O)c1ccc(O)cc1)C(=O)Nc1ccc(Oc2ccccc2)cc1 (centres undefined)
45 | 5 | O=C(Nc1ccc(S(=O)(=O)Nc2ncccn2)cc1)c1cccc([N+](=O)[O-])c1
46 | -14 | CC(C(=O)O)c1cccc(Oc2ccccc2)c1 (centres undefined)
47 | -10 | CS(=O)c1ccccc1-c1nc(-c2ccc([N+](=O)[O-])cc2)no1 (centres undefined)
48 | 11 | COc1ccc([C@H]2C[C@@H](O)[C@H](n3cc(C4CC4)nn3)CN2Cc2cccs2)cc1

Continued:
entry | RXFP1 antag | Structure
49 | -2 | C[C@H]1CN([C@@H](C)CO)S(=O)(=O)c2ccc(Br)cc2O[C@H]1CN(C)C(=O)c1cccnc1
50 | -7 | Cc1ccc(S(=O)(=O)Nc2c(C)n(C)n(-c3ccccc3)c2=O)cc1C(=O)OC(C)C(=O)c1ccccc1 (centres undefined)
51 | -2 | O=C(Nc1cnns1)Oc1ccccc1
52 | -6 | CC(=O)Nc1cc(C(F)(F)F)ccc1OCCOc1ccccc1
53 | -2 | O=C(N/N=C/c1ccc(O)c(O)c1)C1CC1
54 | -15 | CN(CCCN1c2ccccc2CCc2ccccc21)CC(=O)c1ccc(Cl)cc1
55 | -6 | O=C(Cc1ccccc1)NN=Cc1ccccc1
56 | -1 | COc1cccc(CC(=O)OCC(=O)NCc2ccc3c(c2)OCO3)c1
57 | -10 | CN(CC1COc2ccccc2O1)C(=O)CSc1nncs1 (centres undefined)
58 | 12 | O=C1c2ccccc2S(=O)(=O)c2cc(-c3nn[nH]n3)ccc21
59 | -3 | CC(=O)C1=C(O)C(=CC=Cc2ccccc2)OC1=O
60 | -16 | CCc1oc2ccccc2c1C(=O)c1cc(I)c(O)c(I)c1

Continued.
entry | RXFP1 antag | Structure
61 | 3 | O=C(COC(=O)c1cccc(S(=O)(=O)N2CCCC2)c1)c1ccc(F)cc1
62 | -6 | CCCCCCN1C[C@@H](n2cc(COC(=O)c3ccccc3)nn2)[C@H](O)C[C@@H]1c1ccc(OC)cc1
63 | 0 | O=C(O)C1(Nc2ccccc2Cl)CCCC1
64 | -8 | CC1(C)CN(c2ccccc2)C(=O)[C@H]1CC(=O)Nc1ccccc1
65 | -2 | S=c1[nH]c2cnc(Cl)nc2[nH]1
66 | 12 | CC1=C(C(=O)O)N2C(=O)[C@@H](NC(=O)[C@H](N)C3=CCC=CC3)[C@H]2SC1
67 | -3 | O=c1cc(N/N=C/c2ccccc2)[nH]c(=O)[nH]1
68 | -14 | S=C1NCC(c2ccccc2)S1 (centres undefined)
69 | -1 | Cc1ccc(C(=O)COC(=O)COc2ccccc2O)cc1C
70 | -1 | CCCC1(c2ccccc2)NC(=O)N(CC(=O)Nc2ccc(N3CCOCC3)cc2)C1=O (centres undefined)
71 | -25 | CC(OC(=O)Nc1cccc(Cl)c1)C(=O)OC1CCCCC1 (centres undefined)
72 | 5 | COc1cc(C(C)=O)ccc1OCC(=O)NCc1ccccc1CN1CCCC1

An excerpt of these results, as labelled records:
#51 O=C(Nc1cnns1)Oc1ccccc1
- RXFP1 antag: -2

#71 CC(OC(=O)Nc1cccc(Cl)c1)C(=O)OC1CCCCC1 (centres undefined)
- RXFP1 antag: -25

Other entries follow:
entry | RXFP1 antag | Structure
73 | -4 | O=[N+]([O-])c1ccc(N2CCN(c3ccc(Cl)nn3)CC2)cc1NC1CC1
74 | -6 | COc1ccccc1C(=O)Nc1nc(C)cc(C)n1
75 | -18 | O=C1CSC(=S)N1c1ccccc1
76 | 2 | COc1ccccc1-c1nnc(SCC(=O)Nc2ccc(N3CCOCC3)cc2)n1N
77 | -1 | CCOC(=O)c1cnc2nc(SCc3ccccc3Cl)[nH]n2c1=O
78 | -8 | CC(=O)Nc1c(Cl)cc2c(c1Cl)Cc1cc(N)ccc1-2
79 | -2 | CC1CN(CCN2CC(C)N(C=O)CC2C)C(C)CN1C=O (centres undefined)
80 | 1 | Cc1ccc2nc(Cl)cc(=O)n2c1
81 | -12 | COc1ccc(C(=O)COC(=O)c2sccc2C)cc1OC
82 | -8 | CO[C@H]1O[C@H](CBr)[C@@H](OC(=O)c2ccccc2)[C@H](O)[C@H]1O
83 | 2 | O=C(COC(=O)CC1CC2CCC1C2)NCc1ccccc1 (centres undefined)
84 | 7 | CC(Oc1ccc2c(-c3ccccc3)cc(=O)oc2c1)C(=O)N1CCOCC1 (centres undefined)

(listing goes on)
entry | RXFP1 antag | Structure
85 | 8 | CC(C)C1C(=O)N(Cc2cn(CC3CCCCC3)nn2)CCS(=O)(=O)N1Cc1ccc(-c2ccncc2)cc1 (centres undefined)
86 | -10 | Cc1ccc(NC(=O)CCc2ccc(S(=O)(=O)N3CCOCC3)cc2)c(O)c1
87 | 7 | Cn1cnc([N+](=O)[O-])c1Sc1ccncn1
88 | -23 | O=C(O)c1cccc2c1Cc1cc([N+](=O)[O-])ccc1-2
89 | 9 | C[C@@H]1CN([C@H](C)CO)C(=O)CCCn2nncc2CO[C@@H]1CN(C)S(=O)(=O)c1ccc(-n2cccn2)cc1
90 | 7 | CCN(CC)C(=O)C1=C(C)N(Cc2ccc(OC)cc2)C(=O)C(CC(=O)NC(c2ccccc2)c2ccccc2)C1 (centres undefined)
91 | 6 | O=C(CCN1N=C(c2ccccc2)CCC1=O)NC1CCCCC1
92 | 5 | COC(=O)C(CC(=O)CNC(=O)c1ccccc1)NC(=O)c1ccccc1 (centres undefined)
93 | 3 | Cc1nc(N)[nH]c(=O)c1CCCNS(=O)(=O)c1ccc([N+](=O)[O-])cc1
94 | -3 | O=C1OCC/C1=C\NCCCCCCCCN/C=C1\CCOC1=O
95 | 3 | CC1CC(C)CN(C(=O)COC(=O)c2ccc(N3CCCC3=O)cc2)C1 (centres undefined)
96 | -3 | COC(=O)CCC(C(=O)CN1C(=O)c2ccccc2C1=O)N1C(=O)c2ccccc2C1=O (centres undefined)

Next results
entry | RXFP1 antag | Structure
97 | 1 | O=C(NCCCN1CCC(Cc2ccccc2)CC1)c1ccc(CS(=O)c2ccccc2Cl)o1 (centres undefined)
98 | 11 | Cc1ccc(-c2cc(C(=O)N/N=C/c3cccnc3)c3ccccc3n2)cc1C
99 | 5 | Cn1c(=S)c2[nH]c(SCCC(C)(C)C)nc2n(C)c1=O
100 | 10 | CCNC1(C#N)CCN(Cc2ccccc2)CC1
